DUSP3 inh – inhibitors of human VHR1 phosphatase (DUSP3); P51452; recombinant VHR phosphatase, pNPP absorbance; inhibition, % at 13.3 µM; actives 0.52% (n = 290,000); AID 1654; in the data active = inhibition above about 50%; also: some compounds called inactive have numbers as strong as hits
Target sequence (P51452 whole entry, looked up): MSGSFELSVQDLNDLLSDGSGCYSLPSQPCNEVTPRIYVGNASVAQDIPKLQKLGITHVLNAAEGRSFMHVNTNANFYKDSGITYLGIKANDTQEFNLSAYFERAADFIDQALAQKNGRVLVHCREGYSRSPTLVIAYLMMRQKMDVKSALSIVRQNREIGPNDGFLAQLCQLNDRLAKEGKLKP
SARS 3CLpro inh – SARS-CoV 3CLpro protease inhibition | recombinant SARS-CoV 3CLpro, quenched FRET peptide cleavage | inhibition, % at 6 µM | actives 0.14% (n = 290,000) | AID 1706; in the data active = inhibition above about 12%
MazF activator – activators of E. coli MazEF toxin-antitoxin RNase; P0AE70; FAM/BHQ RNA-DNA oligo cleavage fluorescence, 5 h; activation, % at 20 µM; actives 0.32% (n = 350,000); AID 504720; in the data active = activation above about 50%
BioA inh – BioA (M. tuberculosis) enzyme inhibition. inhibition, % at 9.99 µM. purified M. tuberculosis BioA enzyme, plate reader. actives 0.096% (n = 360,000); in the data active = inhibition above about 40%
UGM FP inh – inhibitors of M. tuberculosis UDP-galactopyranose mutase | P9WIQ1 | purified UGM, fluorescence polarization probe displacement | inhibition, % at 10 µM | actives 0.06% (n = 320,000) | AID 504406; in the data active = inhibition above about 10%, passing the limit was not always enough
Target sequence (P9WIQ1 whole entry, looked up): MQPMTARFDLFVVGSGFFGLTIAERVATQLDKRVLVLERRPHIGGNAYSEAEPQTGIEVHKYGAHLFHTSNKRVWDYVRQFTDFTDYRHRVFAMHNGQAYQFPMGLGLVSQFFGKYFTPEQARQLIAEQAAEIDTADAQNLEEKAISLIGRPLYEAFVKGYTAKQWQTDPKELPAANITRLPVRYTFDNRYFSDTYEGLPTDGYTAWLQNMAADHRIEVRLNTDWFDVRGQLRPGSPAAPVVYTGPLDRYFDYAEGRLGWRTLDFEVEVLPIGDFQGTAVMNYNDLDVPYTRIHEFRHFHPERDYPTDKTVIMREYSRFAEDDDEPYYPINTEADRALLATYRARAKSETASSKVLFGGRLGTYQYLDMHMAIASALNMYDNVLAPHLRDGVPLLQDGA
GDH-TPI counter – GDH-TPI coupled enzyme inhibition counter-screen; GDH-TPI coupled enzyme counterscreen, NADH absorbance; inhibition, % at 4.8 µM; actives 1.2% (n = 360,000); in the data active = inhibition above about 30%;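 also: 0% = DMSO wells and 100% = wells lacking the enzyme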
Vc quorum ag – quorum light induction in luxS cqsA deficient V. cholerae | V. cholerae BH1578 lux reporter, luminescence, 6 h | activation, % at 18.7 µM | actives 0.16% (n = 350,000); in the data active = activation mostly above about 9.7%, no sharp cut-off; also: not every result past the cut was called active; inactives centre near 0; reference of the scale not given here
PriA SSB inh – K. pneumoniae PriA-SSBct interaction inhibition; AlphaScreen SSBct-PriA binding, biotinylated peptide; inhibition, % at 33 µM; actives 0.6% (n = 430,000); in the data active = inhibition mostly above about 37%, no sharp cut-off; inactive = mostly below about 20%;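 also: plate controls were negative control peptide for no effect and reference peptide for full effect; strong numbers were not always called active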
Mtb FBA inh – Mtb fructose-bisphosphate aldolase inhibition; inhibition, % at 1 µM; actives 2.3% (n = 360,000); purified M. tuberculosis FBA, fluorescence read-out; P9WQA3; in the data active = inhibition above about 27%;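 also: 0% = vehicle and 100% = reference inhibitor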
Rv3671c protease – Rv3671c (M. tuberculosis) protease inhibition | actives 0.048% (n = 320,000) | inhibition, % at 5.96 µM | P9WHR9; in the data active = inhibition above about 38%;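 also: extracellular domain of Rv3671c used as enzyme; 0% = enzyme with DMSO and 100% = no enzyme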
Target sequence (P9WHR9 whole entry, looked up, the tested form may be a part): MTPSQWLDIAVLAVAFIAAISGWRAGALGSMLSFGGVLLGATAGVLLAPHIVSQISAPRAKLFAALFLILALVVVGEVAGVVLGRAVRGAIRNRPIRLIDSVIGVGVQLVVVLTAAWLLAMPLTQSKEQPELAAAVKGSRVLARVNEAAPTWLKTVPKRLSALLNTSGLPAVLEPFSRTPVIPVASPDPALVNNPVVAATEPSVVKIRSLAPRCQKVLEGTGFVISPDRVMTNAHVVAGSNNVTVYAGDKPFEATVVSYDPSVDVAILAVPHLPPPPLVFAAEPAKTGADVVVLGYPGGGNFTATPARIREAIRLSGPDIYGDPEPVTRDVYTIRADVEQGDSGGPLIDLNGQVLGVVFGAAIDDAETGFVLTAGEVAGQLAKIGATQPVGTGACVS
Numbers without * were called inactive; i = inactive; / = not tested or not shown. The list is partial; rates above refer to the full screens.

SMILES | DUSP3 inh | SARS 3CLpro inh | MazF activator | BioA inh | UGM FP inh | GDH-TPI counter | Vc quorum ag | PriA SSB inh | Mtb FBA inh | Rv3671c protease
Clc1ccc(-c2c[n+](Cc3ccc(Cl)cc3Cl)c3n2CCCCC3)cc1 | -11 | -1 | 22 | / | -2.4 | 11 | -0.8 | 1 | -23 | 1
O=C(O)c1nn(-c2ccccc2C(F)(F)F)cc1O | 21 | -1 | 13 | / | 4.2 | -5 | 2.1 | -2 | 1 | -10
CCOc1c2ccc(C(=O)NCC34CC5CC(CC(C5)C3)C4)cc2nn1CC | -12 | 7 | -5 | -3.0 | -0.7 | 8 | -1.0 | -7 | 39* | -9
CSc1ccc(S(=O)(=O)NCc2ccc(C)cc2)cc1 | 37 | 1 | -1 | 0.5 | 3.2 | 2 | -0.1 | -23 | 2 | -9
COC1=CC(=O)OC(c2ccc(OC)cc2)C1 (configuration not stated) | / | / | 8 | 0.3 | / | 4 | i | -12 | -3 | /
COc1ccc(CNC(=O)[C@H](C)NC(=O)[C@@H]2Cc3ccccc3CN2)cc1 | -17 | -5 | 5 | -0.3 | -2.0 | -2 | i | 0 | -3 | 0
Cc1cc2nc(-c3ccc(NC(=O)C(C)C)cc3)oc2cc1C | 8 | 1 | -34 | / | -1.2 | 10 | 1.4 | -13 | 138* | -24
Cc1cc(C)cc(NC(=O)C2C3C=CC(O3)C2C(=O)O)c1 (configuration not stated) | 17 | 0 | 3 | -1.3 | 1.1 | 1 | 0.7 | -1 | 0 | 2
COc1ccc(CCN(C)C/C=C/c2ccccc2)cc1OC | 26 | 4 | 6 | -0.1 | 1.7 | 5 | 0.3 | 0 | 0 | /
Cc1cc(Oc2ccc(-c3ccccc3)cc2)n2ncnc2n1 | -1 | -9 | -9 | -1.3 | -0.2 | -3 | / | -3 | -2 | -2
COc1ccc(C(=O)NC(=S)N2C[C@H]3C[C@H](C2)c2cccc(=O)n2C3)cc1 | 9 | 1 | 8 | -0.8 | -2.3 | 3 | -0.4 | -9 | 3 | -7
C/C(=N\NC(=O)COc1cccc(C)c1)c1ccc2ccccc2c1O | 6 | -1 | -28 | -2.5 | -0.4 | 6 | -0.3 | / | 0 | /
COC(=O)c1ccc(CCc2cc(O)ccc2O)cc1 | / | / | -8 | / | / | -11 | 5.6 | 4 | 0 | /
COc1ccc(S(=O)(=O)N2CCOCC2)cc1NC(=O)CCCOc1ccc(Cl)cc1C | / | / | -3 | -3.4 | -1.5 | -11 | i | -11 | 5 | -9
O=C1c2ccccc2C(=O)c2c1ccc(O)c2O | / | / | -115 | -2.5 | / | 20 | -0.4 | -3 | -4 | /
C/C(=N\NC(=O)C(=O)Nc1c(C)n(C)n(-c2ccccc2)c1=O)c1ccc(Cl)s1 | 29 | -1 | 2 | / | 1.1 | 6 | -0.5 | / | 2 | -2
CCOc1ccccc1N(CC(=O)N1CCCC1)S(C)(=O)=O | 0 | 1 | 6 | -3.5 | 0.0 | 4 | i | -3 | -2 | 2
COc1ccc(CN(CCC#N)CCC2(c3ccccc3)CC(C)N(C)CC2C)cc1OC (configuration not stated) | 21 | 0 | -3 | 1.7 | 0.9 | 12 | i | 0 | 1 | 5
CN1CCN(c2nc(-c3ccccc3)ncc2S(C)(=O)=O)CC1 | -2 | -2 | -1 | 0.8 | -3.6 | 0 | 0.4 | -9 | -1 | -3
CCOC(=O)c1cc2c(s1)-c1c(C)cccc1OC2 | 8 | -3 | -4 | 0.1 | -0.2 | 17 | -0.3 | -46 | 82* | -15
CCc1ccccc1N(CC(=O)NCC1CCCO1)C(=O)CCC(=O)Nc1nccs1 (configuration not stated) | 2 | 0 | 12 | 2.0 | 2.4 | -2 | -0.1 | -12 | 1 | -2
COC(=O)c1cc(NC(=O)/C=C/c2ccc3c(c2)OCO3)cc(C(=O)OC)c1 | 15 | 8 | 30 | 2.3 | 1.0 | 22 | / | -1 | 6 | -23
O=C1c2cccc3cccc(c23)C(=O)N1OS(=O)(=O)c1ccccc1 | -5 | -3 | 10 | -0.6 | -0.6 | 17 | -0.1 | -2 | 1 | -4
Cc1c(Cl)ccc2c(C(O)CBr)cc(-c3ccccc3)nc12 (configuration not stated) | / | / | -5 | -2.6 | / | 11 | -1.8 | -9 | -1 | /

Filtered by structure: those above with an aryl methoxy group.
SMILES | DUSP3 inh | SARS 3CLpro inh | MazF activator | BioA inh | UGM FP inh | GDH-TPI counter | Vc quorum ag | PriA SSB inh | Mtb FBA inh | Rv3671c protease
COC1=CC(=O)OC(c2ccc(OC)cc2)C1 (configuration not stated) | / | / | 8 | 0.3 | / | 4 | i | -12 | -3 | /
COc1ccc(CNC(=O)[C@H](C)NC(=O)[C@@H]2Cc3ccccc3CN2)cc1 | -17 | -5 | 5 | -0.3 | -2.0 | -2 | i | 0 | -3 | 0
COc1ccc(CCN(C)C/C=C/c2ccccc2)cc1OC | 26 | 4 | 6 | -0.1 | 1.7 | 5 | 0.3 | 0 | 0 | /
COc1ccc(C(=O)NC(=S)N2C[C@H]3C[C@H](C2)c2cccc(=O)n2C3)cc1 | 9 | 1 | 8 | -0.8 | -2.3 | 3 | -0.4 | -9 | 3 | -7
COc1ccc(S(=O)(=O)N2CCOCC2)cc1NC(=O)CCCOc1ccc(Cl)cc1C | / | / | -3 | -3.4 | -1.5 | -11 | i | -11 | 5 | -9
COc1ccc(CN(CCC#N)CCC2(c3ccccc3)CC(C)N(C)CC2C)cc1OC (configuration not stated) | 21 | 0 | -3 | 1.7 | 0.9 | 12 | i | 0 | 1 | 5

Next part.
SMILES | DUSP3 inh | SARS 3CLpro inh | MazF activator | BioA inh | UGM FP inh | GDH-TPI counter | Vc quorum ag | PriA SSB inh | Mtb FBA inh | Rv3671c protease
COc1ccc(-c2noc(-c3cccs3)n2)cc1OC | 32 | -8 | 7 | / | -0.1 | -2 | -0.2 | -1 | -1 | -6
CN1CCc2cc3c(cc2C1)OCO3 | / | / | -8 | -1.2 | / | -12 | -0.8 | / | 4 | /
COc1ccc(Nc2nc(-c3sc(C)nc3C)cs2)c(OC)c1 | 71 | -5 | 14 | 1.4 | -0.8 | 9 | -0.8 | 0 | -2 | 0
CCOc1cc2c(cc1OCC)C(c1ccc(O)c(OC)c1)NCC2 (configuration not stated) | / | / | 8 | -0.8 | / | 2 | -0.2 | -5 | 3 | /
COc1ccc(N2CCC(CNC(=O)Nc3ccccc3)C2)cc1 (configuration not stated) | 17 | 1 | -4 | -1.5 | -2.8 | 6 | i | 46 | 4 | 4
O=C(CNC(=O)c1ccco1)NCC(=O)OCc1ccccc1Br | -8 | 1 | 1 | / | -0.1 | 7 | i | -10 | 0 | -2
COc1ccc2c(C)nc(Nc3nc(-c4ccccc4)cc(=O)[nH]3)nc2c1 | 8 | 0 | -69 | -2.7 | 0.5 | 11 | -0.4 | 6 | 4 | 6
CCc1ccc(/C=C2/Sc3ccccc3N(CC(=O)NCC3CCCO3)C2=O)cc1 (configuration not stated) | 18 | 4 | 0 | -1.4 | -2.0 | 13 | 2.9 | -3 | 2 | -8
Cc1cccc(C(=O)OCC(=O)NN2C(=O)NC3(CCC(C)CC3)C2=O)c1O (configuration not stated) | / | / | 3 | 0.1 | 3.8 | 5 | -0.7 | -23 | 0 | 6
COc1ccc(CCN2C(=O)C(Oc3ccccc3C)C2c2ccc3c(c2)OCO3)cc1OC (configuration not stated) | 4 | 6 | -9 | 3.9 | -0.5 | -2 | i | -20 | 1 | -13
O=C(Nc1cccc(C(F)(F)F)c1)c1cccnn1 | 2 | 1 | 8 | 9.4 | 1.8 | 9 | i | -1 | -3 | 5
Cc1nc(CCNC(=O)CC2C(=O)NCCN2Cc2ccccc2)nc2c1CCC2 (configuration not stated) | 2 | 3 | 3 | -0.6 | -0.1 | 10 | i | / | 4 | /
CCOC(=O)C1CCN(C(=O)C2CCCCC2)CC1 | -12 | -3 | 1 | 0.1 | -1.8 | -3 | i | 1 | 0 | -4
Cc1ccc(-n2[nH]c(C)c(C=NCc3ccncc3)c2=O)cc1 | 18 | -1 | 1 | 1.0 | -1.9 | -3 | i | -11 | -1 | -3
CC(C)CCNC(=O)C(=O)NCc1ccccc1 | 24 | 7 | 1 | / | 5.1 | 2 | 0.0 | -1 | 0 | -2
Nc1c(-c2ccccc2)c(CSc2nc3ccccc3[nH]2)nn1-c1ccc(Cl)cc1 | 12 | -3 | 0 | / | -1.8 | 4 | i | 17 | -5 | -14
Cc1ccc(SCc2cc(=O)n3[nH]cnc3n2)cc1 | -3 | 2 | 2 | -3.1 | 0.6 | 17 | i | -8 | 2 | -1
CC(=O)c1cccc(NC(=O)Nc2ccc3c(c2)N(C)C(=O)CS3)c1 | 17 | -1 | 11 | -0.6 | 1.2 | 13 | -8.7 | 3 | -2 | -3
CCOc1ccc(NS(=O)(=O)c2ccc3[nH]c(=O)cc(C(=O)O)c3c2)cc1 | 9 | 4 | -6 | / | 3.2 | 5 | -0.3 | -6 | -3 | -4
CN1CCN(c2cc(=O)n(C3CCCCC3)c(=O)[nH]2)CC1 | 9 | 1 | 7 | -0.7 | 0.0 | 3 | -1.1 | -8 | 5 | 8
COc1ccc(N(C)C(=O)C2CCN(S(=O)(=O)c3cccc4nsnc34)CC2)cc1 | -1 | -1 | 4 | -0.8 | -7.9 | -1 | -0.4 | 1 | -2 | 9
Cn1c(-c2ccccc2)c(C(=O)CC#N)c2ccccc21 | -2 | 5 | 5 | / | -3.6 | -2 | 1.9 | -10 | 3 | -1
COC(=O)c1cc(S(=O)(=O)NCC2CCN(Cc3ccc(F)cc3)CC2)c[nH]1 | -17 | 6 | 2 | 2.1 | -0.7 | 1 | -0.3 | 0 | 1 | -5
Fc1ccc(N2C(=S)SC(=Nc3ccccc3)C2=Nc2ccccc2)cc1 | / | / | 6 | / | / | -2 | -0.8 | -4 | 0 | /
CCN1C(=O)CC(C(=O)Nc2ccc(F)cc2)SC1=Nc1cccc(OC)c1 (configuration not stated) | 26 | 2 | 12 | 5.9 | 0.9 | 3 | 6.7 | -9 | 1 | 3
c1ccc2cc(CCCc3cc4ccccc4cn3)ncc2c1 | / | / | 6 | -0.5 | 1.9 | 0 | i | -27 | 5 | 3
COc1cccc(-c2csc(NNC(=O)c3cccs3)n2)c1 | -4 | -3 | 7 | -2.5 | 8.0 | 4 | 0.7 | 1 | 64* | 11
O=C(NCCN1CCCC1=O)C1CCC(=O)N(CCc2ccc(Cl)cc2)C1 (configuration not stated) | 23 | -5 | 3 | -0.8 | -4.2 | 8 | -0.4 | -3 | 8 | -8
COc1cc(C(F)(F)F)c(C(=O)N(C)Cc2cc(Cl)cc(Cl)c2)cn1 | 13 | 2 | -6 | 5.9 | -1.6 | -4 | -0.9 | -25 | -2 | 3
CC(C)N1CCC1(C)C(=O)Nc1ccc2scnc2c1 (configuration not stated) | / | / | / | 1.6 | / | 2 | -0.5 | / | -2 | /
CCN(CC)c1ccc(NC(=O)CSc2nc3nc(C)cc(C)c3c(=O)[nH]2)cc1 | / | / | 0 | 0.6 | / | -4 | 0.7 | 18 | 0 | 11
CCC(=O)Nc1ccc2c(c1)ncn2-c1ccccc1 | 17 | 0 | 5 | 13 | -2.2 | -6 | -2.0 | -5 | 1 | -9
CCOc1ccc(-c2nnc(-c3ccncc3)o2)cc1OCC | 23 | 2 | 5 | / | 3.1 | 7 | i | 1 | 2 | -5
NC(=O)CSc1nc2sc(-c3ccccc3)cc2c(=O)n1N | 9 | 0 | 0 | -0.4 | 4.2 | 35* | i | -14 | -1 | -16
C[C@H](NC(=O)C1CCN(S(=O)(=O)c2ccccc2)CC1)C(=O)NC1CC1 | / | / | 2 | -0.5 | / | 12 | i | / | 1 | /
Nc1cc2nc[nH]c2cc1N | 8 | -3 | -4 | / | / | 11 | i | 5 | 32* | /
COc1ccc(CC(=O)Nc2cc3oc4ccccc4c3cc2OC)cc1 | 1 | -1 | -7 | -0.4 | -1.5 | 11 | -5.1 | -43 | 1 | -24
O=C(CSc1nnc(Cc2cc(=O)[nH]c(=O)[nH]2)n1-c1ccc(F)cc1)N1CCCCC1 | 29 | -2 | 2 | -2.8 | 5.6 | -13 | -0.2 | -5 | 2 | 0
Cc1ccc(C(=O)N2CC(=O)Nc3ccc(F)cc3C2c2ccccc2)cc1[N+](=O)[O-] (configuration not stated) | -14 | -5 | 1 | / | -0.4 | 6 | 0.2 | -20 | 3 | 2

Screens deposited in PubChem by several laboratories.
